CHOP UPR activ: activators of apoptotic CHOP UPR arm, primary screen, cell-based, CHO-CHOP luciferase reporter, luminescence, uHTS; UPR activation; percent of tunicamycin response over DMSO baseline; activation, % at 10 µM; 330,000 compounds, 0.34% hits; AID 449763, 2010;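 active means at 10 µM dose, activation of 40% or more, normalized to positive control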;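 further: 100% = tunicamycin at 10 µg/mL and 0% = DMSO alone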
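System: CHO-CHOP luciferase reporter cell line | Buffer or medium: F12 medium containing 10% fetal bovine serum | Doses: One dose, 10 µM in 0.5% DMSO | Times: 6 h compound exposure at 37 °C after overnight seeding | Signal: Luciferase luminescence | Read-out: % activation vs tunicamycin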
Jurkat NFkB inh: inhibitors of induced NF-kB luciferase reporter, primary screen, TCR NF-kB activation inhibitor project, cell-based, luminescence, uHTS; Jurkat, PMA/ionomycin-induced NF-kB luciferase reporter; 330,000 compounds, 0.53% hits; AID 435003, 2010; inhibition, % at 4 µM; in the data active means inhibition above about 50%
tim23-1 inh: growth inhibitors of tim23-1 mutant yeast, primary screen, luminescence, uHTS. 330,000 compounds, 1.3% hits. S. cerevisiae tim23-1 growth, BacTiter-Glo luminescence, 24 h. inhibition, % at 20 µM;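 active means growth inhibition of the mutant yeast at or above 50%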;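 further: temperature-sensitive mutant grown at 25 °C; plate controls were DMSO-treated mutant yeast for no effect and medium wells lacking yeast for full effect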
UPR XBP1 act: activators of adaptive XBP1 UPR arm, primary screen, cell-based, CHO-XBP1 luciferase reporter, luminescence, uHTS; activation, % at 20 µM; IRE1-XBP1 UPR activation; percent of tunicamycin response, DMSO as zero; 330,000 compounds, 0.33% hits;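 active means versus positive control, 20 µM dose yields 30% or more activation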;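 further: 100% = tunicamycin at 10 µg/mL and 0% = DMSO only wells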
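incubation = overnight seeding at 37 °C, 6 h compound treatment at 37 °C | assay system = CHO-XBP1 cells stably carrying IRE1-XBP1-driven luciferase reporter | input = 1000 cells per well | detection = luciferase luminescence | dosing = single point, 20 µM final compound, 1% DMSO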
APJ antag: antagonists of human apelin receptor APJ, primary screen, CHO-K1 cells, beta-arrestin complementation, luminescence; P35414; inhibition, % at 20 µM; 330,000 compounds, 0.32% hits;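 active means inhibition above about 40% at 20 µM, limit read from the data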;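 further: cells challenged with 10 nM apelin-13 agonist together with compound; plate controls were apelin-13 plus DMSO wells for no effect and DMSO wells lacking apelin-13 for full effect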
APJ ag: agonists of human apelin receptor APJ, primary screen, CHO-K1 cells, PathHunter beta-arrestin, luminescence | P35414 | 0% DMSO wells, 100% apelin | activation, % at 20 µM | 330,000 compounds, 0.11% hits | AID 2520, 2010;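 active means activation more than six SD over the plate average, tested at 20 µM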;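 further: 0% = DMSO alone and 100% = apelin-13 at 10 nM; some results filed as inactive read as strong as hits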
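Assay system: engineered CHO-K1 APJ arrestin reporter cells; Amount: 1000 CHO-K1 reporter cells seeded per well; Dosing: one dose, 20 µM compound, 1% DMSO; Times: compound stimulation 90 min at 25 °C, detection 60 min; Measured by: luminescent beta-gal fragment complementation, chemiluminescent substrate; Read-out: APJ–arrestin association signal; Controls: DMSO vs Apelin-13 10 nM.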
697 NFkB inh: inhibitors of PMA/ionomycin-induced NF-kB reporter, 697 cells, primary screen, B-cell NF-kB inhibitor project, cell-based, luminescence, uHTS | 330,000 compounds, 0.33% hits | 697 B-cell NF-kB luciferase reporter, 16 h | inhibition, % at 4 µM; in the data active means inhibition above about 35%
Mdm2 MdmX PPI: inhibitors of human Mdm2-MdmX association, primary screen, cell-based, luminescence, split luciferase, SaOS-2, uHTS | Protein Mdm4 (Homo sapiens) + E3 ubiquitin-protein ligase Mdm2 (Homo sapiens), … | SaOS-2 split-luciferase Mdm2/MdmX complementation | inhibition, % at 8 µM | 330,000 compounds, 3% hits | AID 485346, 2010;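 active means inhibition of at least 50% at 8 µM in the primary screen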
Target sequence (O15151 whole entry, looked up): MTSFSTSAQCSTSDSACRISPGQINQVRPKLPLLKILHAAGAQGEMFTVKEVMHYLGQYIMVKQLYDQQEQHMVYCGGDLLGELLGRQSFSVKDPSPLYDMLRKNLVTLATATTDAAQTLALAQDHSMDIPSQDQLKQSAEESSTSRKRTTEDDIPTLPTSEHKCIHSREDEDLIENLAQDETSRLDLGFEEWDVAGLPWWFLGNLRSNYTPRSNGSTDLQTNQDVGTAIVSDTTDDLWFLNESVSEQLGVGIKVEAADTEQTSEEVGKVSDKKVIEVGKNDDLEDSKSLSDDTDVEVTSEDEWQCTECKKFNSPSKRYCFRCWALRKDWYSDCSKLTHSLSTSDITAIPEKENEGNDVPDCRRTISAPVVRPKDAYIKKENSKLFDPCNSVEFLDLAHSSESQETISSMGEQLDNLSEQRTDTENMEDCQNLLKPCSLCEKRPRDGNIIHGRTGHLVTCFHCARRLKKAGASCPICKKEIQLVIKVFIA
Target sequence (Q00987 whole entry, looked up): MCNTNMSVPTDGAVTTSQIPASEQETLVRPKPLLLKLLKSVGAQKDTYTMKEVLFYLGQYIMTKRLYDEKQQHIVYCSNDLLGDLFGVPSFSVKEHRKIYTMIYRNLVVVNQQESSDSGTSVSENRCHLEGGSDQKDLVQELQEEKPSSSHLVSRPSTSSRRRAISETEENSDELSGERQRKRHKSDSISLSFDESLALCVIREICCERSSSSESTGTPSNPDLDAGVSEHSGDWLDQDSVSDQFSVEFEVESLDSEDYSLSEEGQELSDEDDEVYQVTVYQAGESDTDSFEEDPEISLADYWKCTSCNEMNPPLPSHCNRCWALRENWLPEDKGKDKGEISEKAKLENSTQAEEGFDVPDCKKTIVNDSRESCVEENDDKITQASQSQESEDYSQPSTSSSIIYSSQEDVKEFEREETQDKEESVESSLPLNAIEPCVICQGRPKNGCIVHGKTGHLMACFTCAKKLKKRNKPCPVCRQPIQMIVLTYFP
An asterisk follows results filed as active.

Below each compound – Jurkat NFkB inh	UPR XBP1 act	697 NFkB inh	tim23-1 inh	Mdm2 MdmX PPI	APJ ag	APJ antag	CHOP UPR activ
- COc1cc2c(cc1OC)C(c1cccs1)CC(=O)N2 (stereo not given)
    -12	-2	-23	6	17	-1	-2	1.3
- O=[N+]([O-])c1cc(S(=O)(=O)N2CCCC2)ccc1N/N=C/c1cccs1
    3	2	7	19	28	11	-25	4.6
- CCCS(=O)(=O)N1CCC(C(=O)NCc2ccccc2Cl)CC1
    -1	-7	14	1	10	0	15	-1.8
- COc1ccc(C2=C(CN(C)C)C(c3ccccc3)c3ccccc3O2)cc1 (stereo not given)
    9	-1	10	26	38	-3	26	1.0
- COC(=O)c1ccc(NC(=O)c2cccc(N3C(=O)CCC3=O)c2)cc1
    8	-3	12	-7	21	3	27	1.0
- Cc1ccc(N2C(=O)NC(NC(=O)c3ccc(Cl)cc3)(C(F)(F)F)C2=O)cc1 (stereo not given)
    8	-2	-7	16	2	-3	7	0.5
- CN(CC(=O)Nc1cccc(F)c1)C(=O)c1cccnc1Sc1ccc(Cl)cc1
    -17	0	-8	14	15	-2	-35	-1.4
- C=CCn1cccc(C(=O)Nc2cc(OC)ccc2OC)c1=O
    -4	4	6	18	-22	-2	10	0.6
- CN(CC(=O)Nc1cccc(F)c1)C(=O)c1ccc(OCc2cn3ccccc3n2)cc1
    -22	-1	-15	-11	1	-2	-9	4.6
- COc1ccc(NC(=O)CN2C(=O)COc3ccc(S(=O)(=O)N4CCOCC4)cc32)c(OC)c1
    1	-2	13	-9	26	0	-2	0.7
- CC(C)C(NC(=O)Nc1ccccc1)C(=O)Nc1cccc(S(=O)(=O)N(C)C)c1 (stereo not given)
    2	1	12	4	4	-2	-8	-1.5
- O=C1O/C(=C/c2ccccc2)c2ccccc21
    -1	4	-19	26	18	-1	1	4.0
- OC1CCN(c2c3c(nc4cc(-c5ccc(F)cc5)nn24)CCC3)CC1
    -12	2	-11	25	-7	1	-9	0.3
- COc1ccccc1NS(=O)(=O)c1cc(C(=O)N2CCCC2)ccc1C
    -4	-4	11	17	-4	-3	-14	0.7
- Cc1onc(-c2ccccc2)c1C(=O)c1c[nH]c(C(=O)NCc2ccccn2)c1
    6	-4	8	11	11	-1	7	-0.7

One compound at a time (already shown). Order of screens: Jurkat NFkB inh, UPR XBP1 act, 697 NFkB inh, tim23-1 inh, Mdm2 MdmX PPI, APJ ag, APJ antag, CHOP UPR activ
Listed for OC1CCN(c2c3c(nc4cc(-c5ccc(F)cc5)nn24)CCC3)CC1 = -12, 2, -11, 25, -7, 1, -9, 0.3
Listed for CN(CC(=O)Nc1cccc(F)c1)C(=O)c1cccnc1Sc1ccc(Cl)cc1 = -17, 0, -8, 14, 15, -2, -35, -1.4

Next results
Below each compound – Jurkat NFkB inh	UPR XBP1 act	697 NFkB inh	tim23-1 inh	Mdm2 MdmX PPI	APJ ag	APJ antag	CHOP UPR activ
- S=C(NCc1ccncc1)Nc1cc(Cl)cc(Cl)c1
    12	-4	3	-14	29	5	-6	0.4
- CCOc1c(Cl)cc(CNCC(C)C)cc1Cl
    12	3	14	-2	-8	-1	19	-0.5
- O=C(NNC(=O)c1cccnc1)Nc1cccc(Cl)c1Cl
    15	1	25	6	-8	-2	11	0.6
- COc1ccc(C(=O)Cn2nnc(-c3ccc(N4CCOCC4)cc3)n2)cc1OC
    14	3	11	24	-7	0	8	2.5
- COc1ccc(C[C@H]2CN3C(=NC[C@H]3C)N2CCNC(=O)CCC2CCCCC2)cc1
    13	-2	12	3	49	3	-16	2.2
- NNC(=O)CCc1nc2ccccc2[nH]1
    -22	-3	3	5	7	3	3	-0.8
- Cc1ccccc1OCc1nc2ccccc2c(=O)n1/N=C/c1cccc([N+](=O)[O-])c1
    -17	-3	-27	8	-9	-3	11	1.4
- COc1ccc(F)cc1S(=O)(=O)Nc1cc2c3c(c1)CCC(=O)N3CCC2
    19	-1	18	-5	21	4	-3	0.5
- C=CCC[C@@H](Cc1ccc(F)cc1)C(=O)OC[C@@H]1CCCN1C(=O)[C@@H](CC=C)CC(=O)N[C@@H](CO)Cc1ccccc1
    -17	0	19	29	47	-1	-3	2.7
- CCCCn1c(N)c(N(CC(C)C)C(=O)CSc2nnc(C)n2-c2ccc(OC)cc2)c(=O)[nH]c1=O
    7	-3	13	13	6	7	-57	1.6
- COc1cccc(NC2=C(C#N)C(=O)NC(c3cccc(OC)c3O)S2)c1 (stereo not given)
    -3	0	6	7	26	0	13	-2.3
- O=C(NCC1CCCO1)Nc1ccc(Cl)cc1 (stereo not given)
    -36	-1	-16	11	-23	1	0	3.5
- COc1ccc(Nc2ncc(C(=O)N3CCN(c4ccc(F)cc4)CC3)c3ccccc23)cc1
    12	13	-20	25	23	11	-11	2.6
- Cc1cccc(C(=O)NCCCNC(=O)c2ccc(C)nc2)c1
    10	-6	0	2	15	0	7	0.5
- COc1ccc2c(c1)OC/C(=C/c1cccs1)C2=O
    -75	-2	-114	24	-148	-5	15	2.3

Retrieved by compound from the entries so far:
Below each compound – Jurkat NFkB inh	UPR XBP1 act	697 NFkB inh	tim23-1 inh	Mdm2 MdmX PPI	APJ ag	APJ antag	CHOP UPR activ
- S=C(NCc1ccncc1)Nc1cc(Cl)cc(Cl)c1
    12	-4	3	-14	29	5	-6	0.4
- COc1ccc(F)cc1S(=O)(=O)Nc1cc2c3c(c1)CCC(=O)N3CCC2
    19	-1	18	-5	21	4	-3	0.5

(next part)
Below each compound – Jurkat NFkB inh	UPR XBP1 act	697 NFkB inh	tim23-1 inh	Mdm2 MdmX PPI	APJ ag	APJ antag	CHOP UPR activ
- O=C(COC(=O)c1ccc(Cl)nc1)NCc1ccco1
    11	-3	1	-2	35	-2	20	-0.6
- CN1C(=O)/C(=C/c2cc(C(C)(C)C)c(O)c(C(C)(C)C)c2)NC1=S
    -2	0	-4	7	-2	6	11	1.1
- CCOc1ccc(Cn2c(SCCCCC#N)nc3c2c(=O)n(C)c(=O)n3C)cc1OCC
    -12	0	-3	-12	27	1	12	-0.8
- Cc1ccc(C)c(-n2c(SCC(=O)O)nc3sc4c(c3c2=O)CCCC4)c1
    -3	1	-10	25	-1	-1	12	1.7
- O=C(CN1CCOCC1)NNC(=O)c1ccc(Cl)cc1
    -11	0	8	7	-19	0	10	2.0
- O=C(COC(=O)c1cc2c(s1)CCCCC2)NC1CCS(=O)(=O)C1 (stereo not given)
    6	2	15	-8	-1	-6	15	0.1
- Cc1cc2cc(CNC(=O)CC(C)C)ccc2n1C
    21	2	17	5	-2	-5	-6	-2.3
- Cc1c(NC(=O)c2csc3c2CCCC3)c(=O)n(-c2ccccc2)n1C
    18	3	-1	-8	11	-1	6	-1.4
- O=C(CN(C(=O)c1csnn1)c1ccccc1F)NCc1ccc2c(c1)OCO2
    12	1	12	-8	21	-6	-13	3.9
- Cc1cc(O)c(Oc2cc(C)cc(O)c2O)c(O)c1
    7	-3	-2	1	-3	-5	-23	1.3
- Cc1cc(NC(=O)COC(=O)c2c(C)noc2C)ccc1Br
    -10	0	16	-17	7	-3	11	-0.2
- COc1ccc(-c2nn(-c3ccccc3)cc2C(=O)N2c3ccc(C)cc3C3CN(C)CCC32)cc1 (stereo not given)
    0	-3	-9	12	54*	0	-8	2.4
- COc1cc(NC(=O)COC(=O)c2ccc(C)c(S(=O)(=O)N3CCCCC3)c2)c(C)cc1[N+](=O)[O-]
    1	-2	-12	14	20	-2	3	0.1
- CN(CC(=O)Nc1ccccc1Sc1ccccc1)Cc1nc2ccccc2c(=O)[nH]1
    8	-2	-9	21	2	0	-8	-0.3
- CCCc1nnc(NC(=O)CCCC(=O)O)s1
    6	-1	17	1	8	-2	-14	-3.1
- COC(=O)C1=C(C)N=C2SCCC(=O)N2C1/C=C/c1ccccc1 (stereo not given)
    -17	2	-11	28	-24	-3	-10	-1.0
- CCOC(=O)c1[nH]c(C)c(C(=O)N2CCN(c3ccc(OC)cc3)CC2)c1C
    -1	-3	8	21	4	-4	-14	-4.0
- O=C(NC(=O)c1ccc(Cl)c(Cl)c1)OC1CCS(=O)(=O)C1 (stereo not given)
    3	3	22	10	-15	-1	6	-0.1
- CC(C)NC(=O)COC(=O)/C=C/c1ccco1
    5	-2	4	-4	11	-3	3	4.1
- O=C(CN(C(=O)CCC(=O)Nc1nccs1)c1ccc(F)cc1)NCc1ccc2c(c1)OCO2
    -7	-1	0	3	0	-3	5	-1.9
- Cn1c(C(=O)Nc2ccc(Cl)cc2)cc2cc(Cl)ccc21
    -14	-1	6	7	9	0	2	4.5
- CC(C)CNc1nc(Oc2ccc(=O)[nH]n2)nc(N2CCOCC2)n1
    5	1	3	2	19	-2	2	-2.5
- CC1CCN(c2ccccc2NC(=O)c2ccc(F)cc2)CC1
    2	6	-3	25	9	-1	12	-0.8
- COc1cccc(CNC(=O)c2ccccc2N)c1
    5	0	11	6	17	2	1	-1.2
- CCSc1nnc(NC(=O)[C@@H](NC(=O)c2ccccc2)C(C)C)s1
    -2	0	3	25	-22	-3	-4	-0.9
- CC(OC(=O)C1=COCCO1)C(=O)Nc1cc(S(=O)(=O)N2CCCCC2)ccc1Cl (stereo not given)
    -1	-2	2	11	-35	-3	4	0.3
- Cc1ccc(-c2nn(CCC(=O)O)cc2/C=C\C(=O)c2ccc(Br)cc2)cc1
    27	3	33	21	24	-3	16	-1.6
- Cc1cccc(C2c3[nH]c4ccccc4c3CCN2C(=O)Cc2nc(-c3ccccc3)n[nH]2)n1 (stereo not given)
    -9	-2	-2	19	8	3	-3	0.2
- O=C(c1ccco1)N1CCN(C(=O)C2CC(=O)N(c3ccc(Cl)cc3)C2)CC1 (stereo not given)
    -1	3	-25	-3	21	-2	9	0.1

Bioassay records (PubChem)
